OX1R antag – antagonists of human orexin 1 receptor; CHO/OX1R cells, Fluo-8 calcium fluorescence, orexin A; inhibition, % at 5 µM; 0.43% of 330,000 active; AID 434989;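 active = inhibition above its plate's threshold, mean inhibition of all tested compounds on the plate plus 3 SD, cut at about 37% in these data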;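 note: 0% = orexin A challenge wells and 100% = SB-334867-A antagonist wells; not every result past the cut was called active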
Target sequence (O43613 whole entry, looked up): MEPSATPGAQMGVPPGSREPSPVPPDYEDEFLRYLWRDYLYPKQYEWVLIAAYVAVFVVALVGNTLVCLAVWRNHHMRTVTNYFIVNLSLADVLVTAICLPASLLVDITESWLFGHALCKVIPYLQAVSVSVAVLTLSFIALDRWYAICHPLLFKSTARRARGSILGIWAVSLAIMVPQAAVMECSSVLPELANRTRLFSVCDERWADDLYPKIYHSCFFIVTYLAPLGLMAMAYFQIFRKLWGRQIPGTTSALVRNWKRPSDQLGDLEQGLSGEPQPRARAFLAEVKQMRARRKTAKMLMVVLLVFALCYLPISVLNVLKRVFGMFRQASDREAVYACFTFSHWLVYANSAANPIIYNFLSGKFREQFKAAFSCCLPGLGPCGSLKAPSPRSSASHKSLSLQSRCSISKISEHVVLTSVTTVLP
CHT PAM – allosterically activates the human high affinity choline transporter; AID 488977; Q9GZV3; 0.49% of 310,000 active; CHT-expressing cells, membrane potential dye, choline EC20; active compounds read high; LV-AA mutant CHT in HEK293 cells; B-score at 10 µM;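 active = initial fluorescence not abnormally high and integrated response B-score, plate-corrected, over 3 SD above library mean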
Target sequence (Q9GZV3 whole entry, looked up): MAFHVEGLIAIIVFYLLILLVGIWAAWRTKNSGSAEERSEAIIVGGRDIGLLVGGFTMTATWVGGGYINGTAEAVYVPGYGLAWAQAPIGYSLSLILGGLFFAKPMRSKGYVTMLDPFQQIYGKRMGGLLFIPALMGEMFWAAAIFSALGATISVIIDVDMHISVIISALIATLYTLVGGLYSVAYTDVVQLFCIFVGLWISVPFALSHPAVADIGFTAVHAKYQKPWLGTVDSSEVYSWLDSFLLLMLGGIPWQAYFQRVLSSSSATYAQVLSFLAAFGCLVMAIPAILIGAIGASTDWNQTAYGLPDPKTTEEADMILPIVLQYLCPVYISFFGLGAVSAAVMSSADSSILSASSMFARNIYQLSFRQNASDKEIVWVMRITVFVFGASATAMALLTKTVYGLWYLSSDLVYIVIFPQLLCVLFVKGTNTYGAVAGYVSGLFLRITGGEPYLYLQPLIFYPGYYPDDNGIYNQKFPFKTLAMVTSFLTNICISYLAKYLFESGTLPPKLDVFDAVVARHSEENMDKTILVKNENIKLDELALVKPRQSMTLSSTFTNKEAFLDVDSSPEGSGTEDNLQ
* hit, by the source's call; i = inactive; . = no result given.

compound | OX1R antag | CHT PAM
CCn1c(SCC(=O)c2ccccc2)nc2sc3c(c2c1=O)CCN(C)C3 | -21 | i
CCN(CC)CCN(C(=O)c1ccc(Br)s1)c1nc2cc3c(cc2s1)OCCO3 | -24 | i
O=C(NCc1ccncc1)c1nnc(Cc2c(F)cccc2Cl)o1 | -21 | i
Oc1ccc(Cl)cc1Cc1cc(Cl)ccc1O | 4 | i
COc1ccc(CCNC(=O)CN(c2ccccc2OC)S(C)(=O)=O)cc1 | -7 | i
COc1ccccc1C(=O)NC(CCSC)C(=O)OCC(=O)N1CCCC1=O (configuration not stated) | -24 | .
Oc1c(CN2CCCCC2)cc(COCc2ccccc2)c2cccnc12 | -15 | i
Cc1cc2oc(=O)cc(-c3ccccc3)c2c(C)c1-c1ccc(CO)cc1 | 9 | .
O=Cc1c(NCc2cccc(F)c2)c2ccccc2[nH]c1=O | -4 | i
Cc1cc(NC(=O)CN2CCN(c3ncccn3)CC2)no1 | -6 | i
CC1=NN(Cc2ccccc2)C(=O)/C1=C/c1ccc(N(C)C)cc1 | -21 | i
COc1ccc(/C(C)=N/NC(=S)Nc2cc(C)ccc2C)cc1 | -24 | i

Next section.
compound | OX1R antag | CHT PAM
Cc1csc(NC(=O)CSc2nnc(NC(=O)NC(C)(C)C)s2)n1 | -12 | i
CN(CCCN1CCOCC1)Cc1cn(C)nc1-c1ccccc1F | 7 | i
COC(=O)C1=C(NC(=O)c2cccc(OC)c2)CCS1 | -18 | i
CCCCC(NC(C)=O)c1nc2ccccc2n1CCC (configuration not stated) | -17 | i
Cc1noc(C)c1S(=O)(=O)NCc1cccc(Cl)c1 | -10 | .
COc1cc(C)ccc1OCCOCCOc1cc(C)c(C)cc1Br | -22 | i
Cn1cc(SCC(=O)Nc2nc3ccccc3s2)c2ccccc21 | -28 | i
COC(=O)c1ccc(CSc2nc3ccc(Cl)cc3[nH]2)o1 | -10 | i
COc1ccc(COC(=O)CNC(=O)C2CCCCC2)cc1F | -6 | .
COc1ccc(OCCC(=O)OCC(=O)NCc2ccccc2)cc1 | -4 | i
CCCc1nnc(NC(=O)CCC(=O)NCc2ccccc2Cl)s1 | -23 | i
CCCN1C(=O)S/C(=C/c2ccc(N3CCOCC3)o2)C1=O | -20 | i

Other entries follow:
compound | OX1R antag | CHT PAM
Fc1ccccc1-c1nnc2n1N=C(c1ccc(OC(F)F)c(OCC3CC3)c1)CS2 | -12 | .
CCC1CCCCN1S(=O)(=O)c1ccc(NC(=O)c2nc(S(C)(=O)=O)ncc2Cl)cc1 (configuration not stated) | 53* | i
Cc1cc(C)c(C(=O)COC(=O)C2CCN(c3ccc(C(F)(F)F)cn3)CC2)c(C)c1 | -20 | .
Cc1ccc(C)c(S(=O)(=O)N2CCCOC2CNC(=O)C(=O)NCCCN2CCOCC2)c1 (configuration not stated) | -6 | i
COc1ccccc1C(C#N)N1N=C(C)CC1c1ccccc1 (configuration not stated) | -15 | i
CCOC(=O)CSc1nc2sc(C)c(C)c2c(=O)n1N | 0 | i
O=S(=O)(c1ccc(SCCOc2ccccc2Cl)nc1)N1CCCC1 | -2 | .
CC(C)N(CCNC(=O)c1nn(Cc2ccccc2)c(=O)c2ccccc12)C(C)C | -2 | i
C=CCNC(=O)CC(=O)N/N=C/c1cccc(C)c1 | 6 | i
CCc1ccc(/C=C/C(=O)c2ccc(S(=O)(=O)N(C)C)cc2)cc1 | -9 | i
O=C(CSc1ncc(-c2ccccc2)[nH]1)Nc1ccccc1 | 3 | i
COCCCNC(=O)C1CC(=O)N(C2CCCC2)C1 (configuration not stated) | 9 | i

Additional compounds.
compound | OX1R antag | CHT PAM
CC(C)NC(=O)N(C)C[C@H]1Oc2c(NC(=O)C3CC3)cccc2C(=O)N([C@H](C)CO)C[C@@H]1C | -3 | .
Cc1cc(C)c(NC(=O)CN(C)CC(=O)Nc2cccc(S(=O)(=O)N(C)c3ccccc3)c2)c(C)c1 | 37* | .
COc1ccc(CNC(=O)C2CCCN2C)cc1OC (configuration not stated) | 4 | i
C=CCNC(=O)C(=O)NCC1CCCN1S(=O)(=O)c1cccs1 (configuration not stated) | -9 | i
CCOC(=O)Cc1csc2nc3sc(C)c(C)c3c(=O)n12 | -7 | i
Cc1c(Cc2ccccc2)sc(NC(=O)/C=C/c2cccc3ccccc23)c1C(N)=O | 8 | i
COCCCNC(=O)Cn1cnc(C(=O)Nc2ccc(C)c(C)c2)n1 | -14 | .
Cc1ccc[n+](CC(=O)Nc2ccc(Cl)c([N+](=O)[O-])c2)c1 | -20 | i
Nc1ncc(CN2CCCC(C(=O)Nc3ccc(-c4ccco4)cc3)C2)cn1 (configuration not stated) | -23 | i
Cn1cccc1C(=O)C(=O)Nc1cccc(Cl)c1Cl | -13 | i
Cc1ccc(C)c(NC(=O)COC(=O)CC2c3ccccc3CCN2S(=O)(=O)c2ccc(F)cc2)c1 (configuration not stated) | -16 | i
Cc1cc([N+](=O)[O-])cc(/C=N/n2c(C)nc3ccccc3c2=O)c1O | -3 | i

Next records follow:
compound | OX1R antag | CHT PAM
O=C(O)COCC(=O)NC1CCN(Cc2ccccc2)CC1 | -13 | i
O=C(Nc1nccs1)c1ccc(Cl)c(S(=O)(=O)N2CCCCC2)c1 | -27 | i
COC(=O)Cc1c(O)ccn(Cc2ccc(OC)c(OC)c2)c1=O | -11 | i
C=CCn1c(-c2cccc(OC)c2)n[nH]c1=S | 5 | i
COCC(C)n1c(C)cc(C(=O)CSc2nnnn2-c2ccc(O)cc2)c1C (configuration not stated) | -16 | i
Cc1ccc(NC(=O)N2CCN(c3ncccc3C(F)(F)F)CC2)cc1 | -26 | i
Cc1[nH]c2ccccc2c1N=Nc1ccc(F)cc1 | -12 | i
CC(CCc1ccccc1)NC(=O)/C=C/c1ccccc1 (configuration not stated) | -41 | i
Nc1ccc2nc(CCCO)[nH]c2c1 | -8 | i
Cc1cc(NC(=O)CSc2nnc(-c3ccc(S(=O)(=O)N4CCCC4)cc3)n2C)no1 | -11 | i
COC(=O)c1ccccc1NC(=O)CSc1nnnn1-c1ccc(C)cc1C | -27 | i
Cc1cccc(N2CC(C(=O)Nc3nnc(SCC(=O)Nc4nccs4)s3)CC2=O)c1 (configuration not stated) | -7 | i

More records:
compound | OX1R antag | CHT PAM
COc1ccc2cc(C(=O)N3CCOCC3)sc(=O)c2c1OC | -18 | i
Nc1ccc(-c2nc3c(Cl)c(N)ccc3[nH]2)cc1 | -7 | i
CCOc1ccc(N2CC(C(=O)NNC(=O)c3ccc(F)cc3)CC2=O)cc1 (configuration not stated) | -10 | .
CC(C)NC(=O)c1ccc(-c2ccc(Cl)c(C(F)(F)F)c2)o1 | -24 | i
COc1cc(/C=N/NC(=O)c2nc(C)cc(C)n2)ccc1O | -24 | i
CCOCC(=O)Nc1nc2ccc(S(C)(=O)=O)cc2s1 | -11 | i
COC(=O)C(C(=O)OC)C(C)C(C(=O)OC)C(=O)OC | 0 | i
Cc1ccc(N=Nc2c(O)[nH]c3ccc(F)cc23)cc1 | -3 | i
Cc1cc(C)c(S(C)(=O)=O)c(Oc2ccc(C(C)(C)C)cc2)n1 | -13 | i
S=C(Nc1ccc2c(c1)OCO2)N1CCN(Cc2ccco2)CC1 | -10 | i
COc1ccccc1N(CCC#N)C(=O)CSc1nc(-c2ccccc2)cn1N | -18 | i
Cc1ccccc1OCC(=O)NC(C)c1ccccc1 (configuration not stated) | . | i

Further entries.
compound | OX1R antag | CHT PAM
Cc1ccc(-n2nnnc2SCc2nnc(-c3ccccc3Br)o2)c(C)c1 | 63* | i
CC(=O)c1ccc(N2CCN(c3ccc(S(=O)(=O)N4CCN(C)CC4)cn3)CC2)cc1 | -17 | i
CC1CCCC(NC(=O)COC(=O)/C=C/c2ccco2)C1C (configuration not stated) | -1 | .
CCCCn1ccnc1C(=O)c1ccc(S(=O)(=O)N2CCCC2)cc1 | -28 | i
O=C(CSc1nnc(Cc2ccccc2)n1-c1ccccc1)N1CCOCC1 | -9 | i
CC(Oc1ccccc1)C(=O)N1CCC2(CC1)Oc1ccc(F)cc1C(=O)C21CC(c2ccccc2)=NO1 (configuration not stated) | -5 | i
CCCn1c(N)c(C(=O)CSc2nc3ncc(Cl)cc3[nH]2)c(=O)[nH]c1=O | -8 | .
O=C(Sc1nnc(-c2ccccc2)o1)N1c2ccccc2Sc2ccccc21 | -8 | i
O=C(NC(=S)N1CCCCCC1)c1ccc(Cl)cc1Cl | 1 | i
O=C(CCN1C(=O)[C@@H]2Cc3ccccc3CN2C1=O)N[C@H](C(=O)O)c1ccccc1 | -17 | i
O=C(O)COc1c(Cl)cc(/C=C2/NC(=O)NC2=O)cc1Br | -15 | i
Cc1ccc(S(=O)(=O)c2ncccc2[N+](=O)[O-])cc1 | 21 | i

OX1R antag: entries above that show a hit.
SMILES	OX1R antag
CCC1CCCCN1S(=O)(=O)c1ccc(NC(=O)c2nc(S(C)(=O)=O)ncc2Cl)cc1 (configuration not stated)	53*
Cc1cc(C)c(NC(=O)CN(C)CC(=O)Nc2cccc(S(=O)(=O)N(C)c3ccccc3)c2)c(C)c1	37*
Cc1ccc(-n2nnnc2SCc2nnc(-c3ccccc3Br)o2)c(C)c1	63*

Shown field by field: four of the compounds above
CC1CCCC(NC(=O)COC(=O)/C=C/c2ccco2)C1C (configuration not stated)
- OX1R antag: -1
- CHT PAM: .
CCCn1c(N)c(C(=O)CSc2nc3ncc(Cl)cc3[nH]2)c(=O)[nH]c1=O
- OX1R antag: -8
- CHT PAM: .
O=C(CCN1C(=O)[C@@H]2Cc3ccccc3CN2C1=O)N[C@H](C(=O)O)c1ccccc1
- OX1R antag: -17
- CHT PAM: i
O=C(Sc1nnc(-c2ccccc2)o1)N1c2ccccc2Sc2ccccc21
- OX1R antag: -8
- CHT PAM: i

Going on with the list:
compound | OX1R antag | CHT PAM
COc1ccc(N=C2CCCN2CC(N)=O)cc1 | -12 | i
COc1ccc2sc(-c3ccccc3OC)c(-c3ccc(OCCN4CCCC4)cc3)c2c1 | 14 | .
COc1ccc(C(C(=O)NCC2CCCO2)N(C(=O)CNC(=O)c2ccco2)c2cc(C)ccc2C)cc1OC (configuration not stated) | -8 | i
CSc1cccc(Nc2ccc(S(=O)(=O)N3CCOCC3)cc2[N+](=O)[O-])c1 | -8 | .
O=C(NCc1ccc2c(c1)OCO2)c1c(-c2ccccc2)sc2ccccc12 | 8 | .
CCOC(=O)C(Cc1ccc(N)cc1)N1C(=O)c2ccccc2C1=O (configuration not stated) | -16 | i
O=C(N/N=C/c1c(Cl)cccc1Cl)c1ccc(F)cc1 | -3 | i
Cc1nn(C)c(C(=O)NNC(=S)Nc2ccc(Cl)cc2)c1[N+](=O)[O-] | -13 | i
CCc1nc(Nc2ccccc2F)c2oc3ccccc3c2n1 | -31 | i
COc1ccc(C(=O)CSc2nnc(CNc3ccc(C)cc3C)n2Cc2ccco2)cc1 | 10 | i
Cc1noc(C)c1C(=O)OCC(=O)N1CCc2ccccc21 | -2 | .
Fc1cccc2sc(Nc3nc4c(F)cccc4s3)nc12 | 6 | i

More results:
compound | OX1R antag | CHT PAM
CC1C(=O)C(C)C(c2ccc3c(c2)OCO3)NC1c1ccc2c(c1)OCO2 (configuration not stated) | -37 | i
Cc1ccc(SC2=C(C(=O)O)CCCC2)cc1 | 2 | i
CCCCC(=O)Nc1ccc(C(=O)Nc2ccc(S(=O)(=O)Nc3ccc(C)cc3)cc2)cc1 | -14 | i
COC(=O)c1onc(-c2c(OC)cc(OC)cc2OC)c1C(=O)OC | -5 | i
CC1=C(C)CC(C(=O)NCCCN2CCCC2=O)C(C(=O)O)C1 (configuration not stated) | -20 | i
Cc1ccc2[nH]c(=O)c(CNC(C)(C)C)cc2c1 | -15 | i
N#CCc1nn(-c2ccc(F)cc2)c(N)c1C#N | -10 | i
CC(C)Cn1c(N2CCN(C(=O)/C=C/c3ccccc3)CC2)nc2ccccc21 | -29 | i
COc1ccc(CN2CCN(Cc3ccc(C)cc3)C(CCO)C2)cc1OC (configuration not stated) | -29 | i
O=C(Nc1ccc(N2CCOCC2)cc1)C1CCN(S(=O)(=O)c2ccc3c(c2)OCCO3)CC1 | -19 | i
COC(=O)c1c(NC(=O)C2CCCO2)sc2c1CCC2 (configuration not stated) | -30 | i
COc1cc(S(=O)(=O)NC2CCCC2)ccc1F | -16 | i

Further results
compound | OX1R antag | CHT PAM
C[n+]1cn(CC(O)COCc2ccccc2)c2ccccc21 (configuration not stated) | -6 | i
COc1cccc(CC(=O)Nc2ncc(C)s2)c1 | -26 | i
CCOC(=O)C1CCCN(CC(=O)Nc2c(C(=O)OC)[nH]c3ccc(C)cc23)C1 (configuration not stated) | -31 | i
CCCc1c(C)c(C#N)c2nc3ccccc3n2c1NCCCN1CCOCC1 | -10 | i
COc1ccc(NC(=O)CSc2ccc3ccccc3c2)cc1S(=O)(=O)N1CCCCC1 | -12 | i
Cc1ccc(CNC(=O)CSc2nccn(-c3ccc(C)c(F)c3)c2=O)cc1 | -24 | i
COC(=O)c1cccc(NC(=O)CCCOc2cccc(C)c2)c1 | -20 | i
O=C(O)c1ccc2c(c1)CCC2 | -10 | i
CN(Cc1ccccc1)S(=O)(=O)c1ccc(Cl)c(C(=O)O)c1 | -13 | i
O=C(CCCSc1nc2ccccc2[nH]1)NCc1ccco1 | -21 | i
O=C(COC(=O)c1ccc([N+](=O)[O-])cc1Cl)NCc1ccco1 | -18 | .
CCOC(=O)N1CCN(C(=O)CN(c2ccc(OC)c(OC)c2)S(C)(=O)=O)CC1 | -5 | i

Carrying on:
compound | OX1R antag | CHT PAM
O=C(COC(=O)Cn1cnc2ccccc21)Nc1ccc2c(c1)OCCO2 | -2 | i
COc1cccc(NC(=O)CN(C)C(=O)C2CCN(C(=O)c3ccccc3C)CC2)c1 | -1 | i
C=CCN(CC(=O)O)S(=O)(=O)c1ccccc1C(F)(F)F | -14 | i
O=C(COC(=O)CCCN=C1NS(=O)(=O)c2ccccc21)NNC(=O)c1ccccc1 | -6 | i
O=C1N(CC(=O)N2CCc3ccccc32)CCN1Cc1ccccc1Cl | -10 | i
C/C=C/c1ccc(OCCSc2nc(C)cc(=O)[nH]2)c(OC)c1 | -19 | i
